Screening data as filed in PubChem.
All columns: NCI-60 one-dose screen, growth in % after 48 h at 10 µM unless noted; 100 = growth as untreated, 0 = no growth, -100 = all killed.
M14: M14 melanoma. AID 1794745. actives 6.2% (n = 80,000)
MALME-3M: MALME-3M melanoma. actives 5.8% (n = 78,000)
MDA-MB-435: MDA-MB-435 melanoma. AID 1794794. actives 7.8% (n = 82,000)
UACC-62: UACC-62 melanoma; actives 5.4% (n = 81,000); AID 1794756
UACC-257: UACC-257 melanoma; actives 4.4% (n = 78,000); AID 1794764
SK-MEL-2: SK-MEL-2 melanoma; actives 4.7% (n = 77,000); AID 1794763
SK-MEL-28: SK-MEL-28 melanoma. actives 4.1% (n = 81,000). AID 1794761
SK-MEL-5: SK-MEL-5 melanoma; actives 6.4% (n = 80,000)
The depositor's hits bear a star; / = not tested or not shown; & = joins results of further samples. Rule for the calls: active = growth percent below 10; inactive = the rest. Hits appear at their usual frequency; overall some 11% were active at least once.

#1 O=C1OC(=O)C2C3C=CC(C3=C(c3ccccc3)c3ccccc3)C12 (centres undefined)
#2 Cc1ccc(S(=O)(=O)N(c2ccc(Cl)cc2)c2ccccc2C(=O)O)cc1
#3 CCCc1cc2cc(-n3nc(C)c4c3CC(C)(C)CC4=O)cc(NC3CCSCC3)c2c(=O)[nH]1
#4 COC1C(O)CC(OC2CC(OC3CC(O[C@@H]4C(=O)c5c(cc6cc(OC7CC(OC8CC(O)C(O)C(C)O8)C(O)C(C)O7)c(C)c(O)c6c5O)CC4[C@H](OC)C(=O)O)OC(C)C3O)OC(C)C2O)OC1C (some centres undefined)
#5 COc1ccc(/C=C/C(=O)c2ccc(NC(=O)c3ccccc3OC(C)=O)cc2)cc1
#6 CCN1CN2C(=S)NC3C2N(C1)C(=S)N3C (centres undefined)
#7 Oc1ccccc1NC(=S)Nc1ccccc1O
#8 Cc1c2c(c(C)c3c1oc1ccc(O)cc13)C(=O)N(Cc1ccccc1)C2=O

compound no.,1,2,3,4,5,6,7,8
SK-MEL-5,102,/,70,-46*,101,99,105,98
SK-MEL-2,99,98,72,-34*,121,106,97,105
SK-MEL-28,113,111,69,3.3*,109,108,120,99
MALME-3M,99,/,65,14,104,100,99,93
MDA-MB-435,104,99,26,29,113,100,98,96
UACC-257,103,104,85,-8.6*,109,116,103,98
UACC-62,105,97,53,0.0*,103,99,101,77
M14,101,101,57,35,105,103,97,93

#9 O=C(O)CCC(=O)c1ccc(C2CCCCCC2)cc1
#10 CCC(C)C(NC(=O)c1ccccc1)C(=O)O (centres undefined)
#11 Clc1ccc(-c2nc(Br)cn3ccnc23)cc1
#12 CCCCOc1nc2c(C)cccc2cc1C1CNC(=O)c2ccccc2N1 (centres undefined)
#13 CC1=NN(C)C(=O)C1C(=O)c1nnn(-c2ccccc2)c1C (centres undefined)
#14 CC(C)Cn1cnc2c(N)nc3ccccc3c21
#15 CN1CCc2cc(O)c(O)cc2C1Cc1ccc(O)c(O)c1 (centres undefined)
#16 Nc1nc(N)c(-c2ccccn2)c(CCCO)n1

compound no.,9,10,11,12,13,14,15,16
SK-MEL-5,105,116,81,43,98,87&100&103,103,100
SK-MEL-2,105,/,/,63,105,116&114,111,108
SK-MEL-28,113,124,100,66,105,107&109&118,111,107
MALME-3M,91,137,103,86,106,109&114&118,118,107
MDA-MB-435,105,108,111,4.5*,101,100&99&115,119,105
UACC-257,95,108,96,/,100,103&108&115,109,108
UACC-62,106,112,77,29,97,85&89&109,110,107
M14,102,104,94,55,/,101&108&108,110,105

In the list so far, 5 contain four or more nitrogen atoms.
#3 CCCc1cc2cc(-n3nc(C)c4c3CC(C)(C)CC4=O)cc(NC3CCSCC3)c2c(=O)[nH]1
#6 CCN1CN2C(=S)NC3C2N(C1)C(=S)N3C (centres undefined)
#13 CC1=NN(C)C(=O)C1C(=O)c1nnn(-c2ccccc2)c1C (centres undefined)
#14 CC(C)Cn1cnc2c(N)nc3ccccc3c21
#16 Nc1nc(N)c(-c2ccccn2)c(CCCO)n1

compound no.,3,6,13,14,16
SK-MEL-5,70,99,98,87&100&103,100
SK-MEL-2,72,106,105,116&114,108
SK-MEL-28,69,108,105,107&109&118,107
MALME-3M,65,100,106,109&114&118,107
MDA-MB-435,26,100,101,100&99&115,105
UACC-257,85,116,100,103&108&115,108
UACC-62,53,99,97,85&89&109,107
M14,57,103,/,101&108&108,105

Next structures
#17 N#CC1(C#N)C(C#Cc2ccccc2)OC23CCCCC2C1(C#N)C(=N)O3 (centres undefined)
#18 Cc1nn(-c2ccc(F)cc2)c2ncnc(Nc3ccc(NC(=O)Nc4cccc(C(F)(F)F)c4)cc3)c12
#19 O=C1/C=C/[C@@H](O)[C@@H]2C[C@@H](O)C[C@H]2/C=C/CCCCO1
#20 O=C1Nc2cc(Cl)ccc2/C1=C/c1cccc(OCc2ccccn2)c1
#21 N#CC1C(=O)c2ccccc2C1c1ccccc1 (centres undefined)
#22 CCCCN1C(=O)/C(=c2\sc3n(c2=O)C2C(NN=3)N(CC)C(=O)N2CC)c2cc(C)ccc21 (centres undefined)
#23 Nc1ccc(SSc2ccc(N)cc2)cc1
#24 N=c1cc(N)nc2n1NC(=O)c1ccccc1N2

compound no.,17,18,19,20,21,22,23,24
SK-MEL-5,103,87,-93*,6.1*,103&97,93,90,102
SK-MEL-2,108,92,8.8*,41,103,113,92,106
SK-MEL-28,113,90,-9.0*,40,117&107,102,114,109
MALME-3M,99,94,14,36,106&96,89,104,107
MDA-MB-435,104,98,24,-40*,102&104,84,93,97
UACC-257,88,86,9.9*,44,99&113,99,86,107
UACC-62,91,65,64,5.2*,101&100,72,91,97
M14,101,99,30,-9.5*,105&104,107,98,103

#25 O=C(/C=C/c1cccc(F)c1)c1ccccc1
#26 COc1ccc(C2c3sc(=O)[nH]c3SCC2CO)cc1 (centres undefined)
#27 CC1=NNC(=O)C1CCO (centres undefined)
#28 NCCSC(c1ccccc1)(c1ccccc1)c1ccccc1
#29 C[C@]12CCC3c4ccc(O)cc4CCC3C1C[C@@H](O)[C@@H]2O (some centres undefined)
#30 COc1ccc2[nH]c(O)c(N=NC(=O)Cn3c(-c4ccccc4)nc4ccccc43)c2c1
#31 COc1cc(C2CC(=O)Nc3c2c(C)nn3-c2nc3ccccc3n2C)cc(OC)c1O (centres undefined)
#32 O=c1c(-c2nc3ccccc3[nH]2)cc2ccccc2n1Cc1cn(Cc2ccc(Br)cc2)nn1

compound no.,25,26,27,28,29,30,31,32
SK-MEL-5,96,99,94,12,112,94,/,103
SK-MEL-2,104,90,105,26,87,100,106,113
SK-MEL-28,111,110,138,43,104,111,111,107
MALME-3M,97,94,122,28,103,92,104,89
MDA-MB-435,102,106,105,-53*,99,82,103,104
UACC-257,77,97,126,48,109,101,123,95
UACC-62,94,68,105,30,104,84,104,94
M14,106,100,118,-9.9*,105,106,105,98

Results in sequence from the list:
Entries 25 to 31 in MALME-3M read 97, 94, 122, 28, 103, 92, 104
Entries 25 to 31 in UACC-257 read 77, 97, 126, 48, 109, 101, 123

Following part:
#33 COc1cc2oc(-c3cccc(C(=O)NCC(=O)O)c3)cc(=O)c2c(OC)c1OC
#34 CN(C)CCCC1(c2ccc(F)cc2)OCc2cc(-c3ccc4cc[nH]c4c3)ccc21 (centres undefined)
#35 Cc1ccc2c(c1)Sc1ccc3ccccc3c1N2
#36 O=C(Nc1ccccc1)OCCCCOC(=O)Nc1ccccc1
#37 CCOC(=O)C1=C(C)NC(C)=C(C(=O)OCC)C1c1ccc(OC)cc1
#38 COc1ccc(C2CC(c3cc(C)ccc3C)=NN2c2ccc(S(=O)(=O)NC(=O)NCc3ccccc3)cc2)cc1OC (centres undefined)
#39 CCOC(=O)/C=C/c1ccc(N(C)C)cc1
#40 Cn1cc(-c2cc3nc(-c4cn(C)c5ncccc45)cc(N)n3n2)c2cc(F)ccc21

compound no.,33,34,35,36,37,38,39,40
SK-MEL-5,99,57,76,102,90,49,98,78
SK-MEL-2,100,88,91,109,85,96,105,84
SK-MEL-28,103,64,125,105,136,55,106,93
MALME-3M,96,11,79,90,82,119,102,62
MDA-MB-435,103,15,91,104,89,53,100,83
UACC-257,103,79,88,118,107,95,75,73
UACC-62,96,57,61,85,82,89,98,80
M14,103,-57*,92,99,95,54,97,71

#41 OC(c1ccc(Cl)cc1)(c1ccc(Cl)cc1)C(F)(Cl)Cl
#42 NC(=O)c1cn2c3c(cccc3c1=O)C(=O)CC2
#43 Cc1ccc(Br)c(C(=O)O)c1
#44 CCOC(=O)C1=C(C)Nc2nc3ccccc3n2C1c1cccc(Br)c1 (centres undefined)
#45 COc1ccc(C(C)=O)cc1S(N)(=O)=O
#46 COc1cc2oc(-c3cccc(NC(=O)[C@H](CC(C)C)NC(=O)OC(C)(C)C)c3)cc(=O)c2c(OC)c1OC
#47 COc1ccc(C2=NN(c3ccc(S(N)(=O)=O)cc3)C(c3cn(-c4ccccc4)nc3-c3ccc(Cl)cc3)C2)cc1 (centres undefined)
#48 CN(C)c1ccc(/C=C2\SC(=O)N(Cc3ccc(-c4ccccc4C#N)cc3)C2=O)cc1

compound no.,41,42,43,44,45,46,47,48
SK-MEL-5,104,101,110,80,104,56,100,94
SK-MEL-2,76,91,95,90,88,113,95,103
SK-MEL-28,101,/,108,85,106,105,103,111
MALME-3M,120,115,96,52,99,114,/,103
MDA-MB-435,100,105,105,7.4*,99,99,79,102
UACC-257,74,89,98,87,92,113,95,94
UACC-62,83,95,105,60,95,67,89,93
M14,99,109,95,63,95,120,84,103

Some of the entries above in another layout:
entry	compound	SK-MEL-5	SK-MEL-2	SK-MEL-28	MALME-3M	MDA-MB-435	UACC-257	UACC-62	M14
41	OC(c1ccc(Cl)cc1)(c1ccc(Cl)cc1)C(F)(Cl)Cl	104	76	101	120	100	74	83	99
42	NC(=O)c1cn2c3c(cccc3c1=O)C(=O)CC2	101	91	/	115	105	89	95	109

(continued)
#49 CN(C)c1ccccc1/C=C1\Cc2c(Br)cccc2C1=O
#50 O=C1NC(=O)C(C(=O)Nc2ccc(Cl)cc2)c2ccccc21 (centres undefined)
#51 CSc1nc(N)nc(C)c1Br
#52 C[N+](C)(C)CC(=O)N/N=C\c1ccccc1[N+](=O)[O-]
#53 COc1ccc(C(=O)c2cc(C(=O)/C=C/c3cn(C)c4ccc(OC)cc34)c3cc(C)ccn23)cc1
#54 COc1cc(S(C)=O)ccc1-c1nc2ncccc2[nH]1 (centres undefined)
#55 COc1ccc(-c2nc(SCCC(C)C)nc(N/N=C(/C)c3ccc(Cl)cc3)c2C#N)cc1
#56 CC(=C(c1ccc(OCCN2CCCCCC2)cc1)c1ccc(OCCN2CCCCCC2)cc1)c1ccc(Cl)cc1

compound no.,49,50,51,52,53,54,55,56
SK-MEL-5,93,92,94,102,99,104,90,-100*
SK-MEL-2,92,86,101,122,100,118,104,-92*
SK-MEL-28,91,113,106,120,105,121,98,-98*
MALME-3M,89,99,92,127,95,102,102,-99*
MDA-MB-435,48,98,103,95,108,97,92,-100*
UACC-257,91,111,111,110,105,100,107,-96*
UACC-62,75,87,99,107,97,104,88,-98*
M14,90,93,106,117,101,107,99,-58*

#57 COc1ccccc1CNC(=O)CCn1c(=O)[nH]c2ccccc2c1=O
#58 O=C(O)c1ccc(-n2cc(CNc3ccc(CCO)cc3)c(-c3ccccc3)n2)cc1
#59 O=S(=O)(OCc1ccc2c(c1)OCO2)c1ccccc1
#60 NC(=O)NC(=O)Cc1ccc([N+](=O)[O-])cc1
#61 COc1cc(/C=C/c2cc(/C=C/c3ccc(O)c(OC)c3)n(-c3ccccc3)n2)ccc1O
#62 O=C1N=C2SC=C(c3ccccc3)N2C1CCN1CCOCC1 (centres undefined)
#63 COc1ccccc1NCCCCOc1cc(O)c2c(=O)cc(-c3ccccc3)oc2c1
#64 COc1cc(-c2nc(-c3nc4ncccc4[nH]3)cc3c2[nH]c2ccccc23)cc(OC)c1OC

compound no.,57,58,59,60,61,62,63,64
SK-MEL-5,94,102,104,105,-87*,98,97,90
SK-MEL-2,95,122,116,106,-48*,100,95,93
SK-MEL-28,106,112,97,101,-6.7*,107,114,102
MALME-3M,84,103,104,101,-39*,102,104,91
MDA-MB-435,104,103,106,119,-67*,101,102,102
UACC-257,102,/,109,102,16,105,85,100
UACC-62,105,100,101,98,-84*,103,98,88
M14,98,112,104,98,-56*,102,96,97

Full records as entered above:
COc1cc(-c2nc(-c3nc4ncccc4[nH]3)cc3c2[nH]c2ccccc23)cc(OC)c1OC in the list: SK-MEL-5 = 90; SK-MEL-2 = 93; SK-MEL-28 = 102; MALME-3M = 91; MDA-MB-435 = 102; UACC-257 = 100; UACC-62 = 88; M14 = 97
COc1cc(/C=C/c2cc(/C=C/c3ccc(O)c(OC)c3)n(-c3ccccc3)n2)ccc1O in the list: SK-MEL-5 = -87*; SK-MEL-2 = -48*; SK-MEL-28 = -6.7*; MALME-3M = -39*; MDA-MB-435 = -67*; UACC-257 = 16; UACC-62 = -84*; M14 = -56*
O=S(=O)(OCc1ccc2c(c1)OCO2)c1ccccc1 in the list: SK-MEL-5 = 104; SK-MEL-2 = 116; SK-MEL-28 = 97; MALME-3M = 104; MDA-MB-435 = 106; UACC-257 = 109; UACC-62 = 101; M14 = 104

(cont.)
#65 O=C(NCCCCCCNC(=O)NCc1ccco1)NCc1ccco1
#66 CC1=C2[C@@H](CC1=O)[C@](C)(O)CC[C@@H]1[C@@H](CN(C)C)C(=O)O[C@@H]21
#67 COc1ccc(Cn2ccc3c2-c2oncc2CCC3)cc1
#68 O=C1OC(C(O)C(O)CO)C(O)=C1O (centres undefined)
#69 O=C(O)CCC(=O)c1cccc2ccccc12
#70 CSC(=O)Sc1nc2ccccc2s1
#71 CC(C)CCC[C@@H](C)[C@H]1CC[C@H]2[C@@H]3CCC4=C(Cl)C(=O)CC[C@]4(C)[C@H]3CC[C@]12C
#72 CC1CC(C)(C)CC(=O)O1 (centres undefined)
#73 COc1cc(CC2COC(=O)C2Cc2ccc(O)c(OC)c2)ccc1O (centres undefined)

compound no.,65,66,67,68,69,70,71,72,73
SK-MEL-5,104,100,93,106&97,101,99,99,100,72
SK-MEL-2,/,110,102,101&93,98,122,100,91,/
SK-MEL-28,109,97,101,107&118,104,116,110,99,99
MALME-3M,93,92,99,94,96,121,112,90,107
MDA-MB-435,101,101,102,109&114,105,111,106,102,94
UACC-257,105,73,105,88&99,107,104,92,101,/
UACC-62,106,101,84,100&103,99,96,100,110,82
M14,108,103,109,100&97,104,98,107,116,97
